# High-throughput results (PubChem)
# TWEAK Fn14 block: TWEAK-Fn14 signaling inhibition; hit rate 2% among 360,000; TWEAK-stimulated Fn14 reporter cells, luciferase luminescence, 8 h; inhibition, % at 10 µM; in the data active means inhibition above about 50%
# NOD2 RIPK2 PPI: NOD2-RIPK2 protein interaction inhibition; hit rate 0.38% among 360,000; CHO BLA complementation NOD2-RIPK2, CCF4 ratio; AID 624267; inhibition, % at 4.98 µM; in the data active means inhibition above about 21%;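 further: 0% = vehicle only and 100% = reference blocker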
# NR2F2 inh: NR2F2 (human) inhibition, primary screen. P24468. HEK293T NGFI-A luciferase reporter, luminescence. inhibition, % at 8.6 µM. hit rate 0.7% among 370,000. AID 686940;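 active means inhibition above a per-plate cutoff, mean inhibition of test wells between control levels plus 3 SD, cut at about 38% in these data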;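 further: cells cotransfected with COUP-TFII expression vector driving the NGFI-A reporter; 0% = median of COUP-TF2 test wells and 100% = reporter-only cells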
# Target sequence (P24468 whole entry, looked up): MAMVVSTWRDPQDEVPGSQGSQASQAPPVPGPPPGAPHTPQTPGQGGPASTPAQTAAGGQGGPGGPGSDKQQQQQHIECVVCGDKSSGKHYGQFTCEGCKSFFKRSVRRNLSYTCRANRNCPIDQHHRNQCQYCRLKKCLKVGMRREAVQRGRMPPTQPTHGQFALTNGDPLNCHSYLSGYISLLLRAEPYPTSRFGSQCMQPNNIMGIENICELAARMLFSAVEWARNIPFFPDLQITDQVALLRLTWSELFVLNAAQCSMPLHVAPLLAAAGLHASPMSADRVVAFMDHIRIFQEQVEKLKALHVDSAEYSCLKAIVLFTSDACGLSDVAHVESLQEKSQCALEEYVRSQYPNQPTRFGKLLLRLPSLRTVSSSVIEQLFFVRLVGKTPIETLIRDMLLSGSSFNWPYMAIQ
# NCOA2 inhibitor: inhibits human steroid receptor coactivator 2. HEK293 GAL4-SRC2 luciferase reporter, luminescence. inhibition, % at 9 µM. hit rate 0.17% among 370,000. AID 651957;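 active means inhibition above the mean inhibition of all tested compounds plus 3 SD, set per campaign, cut at about 52% in these data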;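 further: 0% = DMSO treated cells and 100% = cells given Gossypol at 36 µM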
# NCOA1 inh: human NCOA1 inhibition; HEK293 GAL4-SRC1 luciferase reporter, luminescence; inhibition, % at 3.6 µM; hit rate 0.12% among 360,000; AID 588354;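 active means inhibition above the campaign mean plus 3 SD, with each screening campaign given its own cutoff, cut at about 60% in these data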;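 further: 0% = DMSO treated cells and 100% = gossypol at 36 µM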
# SRC3 inh: inhibits human SRC3 coactivator. HEK293 GAL4-SRC3 luciferase reporter, luminescence. inhibition, % at 3.6 µM. hit rate 0.17% among 360,000. Q9Y6Q9;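 active means inhibition above a per-campaign cutoff, the mean of all compounds plus 3 SD, cut at about 60% in these data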;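 further: 0% = DMSO-treated cells and 100% = gossypol-treated cells at 36 µM; higher means less SRC3-driven luciferase light from the GAL4 reporter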
# Granule exo inh: blocks lytic granule exocytosis; TALL-104 LAMP-1 surface exposure, flow cytometry; cells stimulated with thapsigargin and PMA; inhibition, % at 10 µM; hit rate 0.66% among 360,000; AID 651702;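 active means inhibition above about 55%, limit read from the data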
# ABHD5-PLIN5 inh: ABHD5-PLIN5 protein interaction inhibition; Split G. princeps luciferase complementation, luminescence, 4 h; inhibition, % at 4 µM; hit rate 0.78% among 360,000; AID 602281;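 active means inhibition above the mean inhibition across every tested compound plus 3 SD, cut at about 22% in these data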;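 further: 0% = DMSO only wells and the 100% control is not disclosed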
# TROY NFkB inh: TROY signaling inhibition; Q293 LMP1-TROYcd NF-kB luciferase reporter, 4 h; inhibition, % at 10 µM; hit rate 0.98% among 360,000; AID 1347056;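 active means compounds whose plate-normalised and pattern-corrected inhibition of the luciferase reporter signal at the single screening dose is 50% or more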
# TLR9-MyD88 block: inhibitors of human TLR9-MyD88 binding | Q9NR96+Q99836 | CHO BLA complementation TLR9-MyD88, CCF4 FRET ratio | inhibition, % at 4.98 µM | hit rate 0.21% among 340,000 | AID 504734;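 active means inhibition above the mean over all tested compounds plus 3 SD, cut at about 21% in these data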;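 further: 0% = DMSO only wells and 100% = clavulanate BLA inhibitor control wells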
# LRH-1 inv ag: suppresses constitutive activity of human LRH-1; O00482; HEK293T StAR-luciferase reporter, LRH-1 transfected, 24 h; inhibition, % at 3.6 µM; hit rate 0.13% among 360,000;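 active means inhibition above the mean inhibition of all tested compounds plus 3 SD, cut at about 73% in these data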;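 further: 0% = DMSO wells and 100% = reporter-only cells lacking LRH-1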
# Target sequence (O00482 whole entry, looked up): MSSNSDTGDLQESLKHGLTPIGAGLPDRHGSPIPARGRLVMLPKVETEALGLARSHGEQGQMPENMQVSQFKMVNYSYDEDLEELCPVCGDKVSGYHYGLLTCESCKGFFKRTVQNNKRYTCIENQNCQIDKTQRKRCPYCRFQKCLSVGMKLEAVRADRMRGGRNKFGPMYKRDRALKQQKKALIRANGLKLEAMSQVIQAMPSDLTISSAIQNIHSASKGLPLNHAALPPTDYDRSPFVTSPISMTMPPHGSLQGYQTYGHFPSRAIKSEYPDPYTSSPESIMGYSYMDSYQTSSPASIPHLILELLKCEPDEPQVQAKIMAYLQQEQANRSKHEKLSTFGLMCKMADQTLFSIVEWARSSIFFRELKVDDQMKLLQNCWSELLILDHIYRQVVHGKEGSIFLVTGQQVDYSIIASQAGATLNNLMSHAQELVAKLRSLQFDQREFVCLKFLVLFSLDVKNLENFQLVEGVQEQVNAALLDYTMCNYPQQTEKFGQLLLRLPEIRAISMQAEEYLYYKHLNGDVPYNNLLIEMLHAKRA
# Active calls of the source: *; · = not tested or not shown; & = joins results of further samples.
SMILES,TWEAK Fn14 block,NOD2 RIPK2 PPI,NR2F2 inh,NCOA2 inhibitor,NCOA1 inh,SRC3 inh,Granule exo inh,ABHD5-PLIN5 inh,TROY NFkB inh,TLR9-MyD88 block,LRH-1 inv ag
COc1ccc(C)cc1NC(=O)c1nn(C)c(C(=O)Nc2cc(C)ccc2OC)c1[N+](=O)[O-],-8.4,-3.6,1.1,0.5,2.4,5.6,6.7,0.3,13.0,-12.3,3.6
CC1CCN(C(=O)CN(Cc2ccccc2)S(C)(=O)=O)CC1,-7.4,1.4,-12.0,-10.9,7.1,-5.6,2.1,6.3,-10.3,-5.1,9.9
Cc1ccc(Oc2ccc(S(=O)(=O)N3CCOCC3)cc2C(N)=O)c(-n2nc3ccccc3n2)c1,-15.1,3.6,16.2,-12.8,3.8,10.9,29.8,0.3,-7.6,2.9,15.5
COc1ccc(SC[C@H](C)CN2CC[C@H](C)CCC2=O)cc1,-4.1,11.4,4.0,-22.8,-7.9,7.8,3.7,-0.9,-0.1,-16.9,8.1
COc1ccccc1-n1cnc2cc(NS(=O)(=O)c3ccccc3)ccc21,6.0,2.8,6.0,-56.1,-26.1,-37.1,-2.7,10.9,-4.7,3.1,-35.4
Fc1cccc(CSc2nc3ncc(Cl)cc3[nH]2)c1,-9.8,2.9,-9.5,-16.9,-9.1,-12.2,-14.5,-1.2,-39.8,·,-29.4
COc1cc2c(cc1Cl)/C(=C\CCN(C)C)c1ccccc1S2,-25.3,2.6,-3.2,-3.7,3.8,14.6,-6.3,21.2,-50.3,8.5,5.3
NC(C(=O)O)C1ON=C(Cl)C1O (stereo unspecified),6.8,5.2,-3.0,2.3,6.1,2.5,-0.8,-0.7,-4.1,8.1,-1.6
CN1CCCN(S(=O)(=O)c2ccc(O)c(C(=O)O)c2)CC1,2.1,-1.3,-5.6,10.6,0.2,-2.4,9.2,8.7,2.2,-0.8,-0.1
Cc1c(NC(=O)c2ccc(NS(=O)(=O)c3ccc(F)c(F)c3)cc2)c(=O)n(-c2ccccc2)n1C,11.4,-9.9,-0.3,13.6,6.3,-7.1,1.5,6.0,15.7,-0.6,12.9
COc1cc(-c2nnc(SCC(=O)OC3CCCCC3)o2)cc(OC)c1OC,-36.8,-1.2,-2.8,-9.8,-0.2,12.2,-3.8,7.0,11.1,-9.8,12.8
CCCCNC(=O)C1(C)CCCCN1C(=O)c1ccc2ccccc2n1 (stereo unspecified),19.3,-0.7,15.0,7.0,7.2,18.7,2.1,-2.3,-1.7,·,-10.6
c1ccc(NC(c2ccccc2)c2ccncc2)cc1 (stereo unspecified),27.4,4.7,2.8,-7.1,-25.0,7.0,-6.6,-1.9,12.1,-12.2,3.4
Cc1nc2ccc(C(=O)N(C)Cc3ccco3)cn2c1N(C)CC1CCCCC1,-19.6,9.4,6.5,5.9,-21.6,-20.4,3.3,7.1,7.4,·,-13.8
CCn1c(O)c(C2=NCCCC2)c2ccccc21,-6.8,-8.4,12.1,-20.2,-11.1,-10.7,1.1,-2.7,-14.3,-5.7,-4.0
Cc1ccc(C(C(=O)NC2CCCC2)N2CCc3ccccc32)cc1 (stereo unspecified),6.1,-9.6,-8.7,6.1,-12.0,-76.6,1.0,-6.0,-11.1,2.9,-13.0
CCCc1[nH]n(-c2nc3ccccc3s2)c(=O)c1C=NCC(C)C,-20.8,0.2,-20.7,12.5,2.6,-4.3,-1.9,2.8,-16.0,-4.4,-3.1
CCC1(CC)Nc2ccccc2C(=O)N1c1ccc(OC)cc1,16.7,-6.6,-17.4,-44.4,-109.6,-63.4,-2.0,3.0,12.8,-7.9,-143.9
NS(=O)(=O)c1ccc2nc(NC(=O)Nc3ccc(F)cc3)sc2c1,-27.4,0.7,-48.0,-57.7,-34.5,-40.1,0.6,-1.9,-51.4,1.2,-34.0
CCOc1ccc2oc(C(=O)NCc3ccccc3CN3CCCC3)c(C)c2c1,-11.5,12.9,23.4,37.0,9.4,-31.3,1.0,1.1,-10.6,0.9,-1.4
Cc1ccc(S(=O)(=O)NN=C2CCCc3ccccc32)cc1,16.6,-11.9,4.7,6.7,-0.1,2.9,-5.6,-5.0,-13.6,-3.8,30.3
COc1ccc(N(CC(=O)N2CCN(Cc3ccccc3)CC2)S(C)(=O)=O)cc1,-3.7,-7.4,-4.2,4.9,8.2,-7.8,3.2,-1.2,10.9,6.6,26.3
COc1ccc2cc(C(=O)OC(C)C)sc(=O)c2c1OC,-8.4,3.6,-29.6,-28.9,-40.3,-35.3,-7.6,-6.5,-44.7,2.5,-44.3
CN=c1sc2c(n1C)C(=O)c1ccccc1C2=O,89.2*,-7.5,-2.3,-45.8,2.2,-15.7,1.6,-9.8,48.0,-11.5,31.3
CCCNC1(C(N)=O)CCN(Cc2ccccc2)CC1,-7.5,-8.7,-14.0,-5.7,2.3,-4.6,-3.1,11.9,3.3,1.4,-16.2
SMILES,TWEAK Fn14 block,NOD2 RIPK2 PPI,NR2F2 inh,NCOA2 inhibitor,NCOA1 inh,SRC3 inh,Granule exo inh,ABHD5-PLIN5 inh,TROY NFkB inh,TLR9-MyD88 block,LRH-1 inv ag
C[C@]12C=CC(=O)C=C1CC[C@@H]1[C@@H]2C(=O)C[C@@]2(C)[C@H]1CC[C@]2(O)C(=O)CO,6.2&-13.6,-11.1&-6.2,-10.1&-6.0,-18.2&3.2,8.8&1.6,3.1&13.4,6.0&-7.7,-4.6&2.9,5.0&4.7,0.1&-6.3,5.5&2.2
CCOC(=O)C1=C(C)NC2=C(C(=O)CCC2)C1c1cc(OC)ccc1OC (stereo unspecified),21.8,0.4,-10.9,-21.7,0.9,15.8,-5.7,8.1,-8.9,0.0,-3.6
CC(=O)COc1ccc2c(-c3cccc([N+](=O)[O-])c3)cc(=O)oc2c1,-29.9,-5.2,-15.7,9.1,-6.3,15.5,-2.6,-3.3,20.4,-7.7,53.2
Cc1cccc(C(=O)NNC(=O)c2ccc(-c3ccccc3)cc2)c1,-25.5,6.7,-13.6,-13.3,-27.2,-18.5,-2.2,-2.6,-13.1,2.8,-3.6
CC(C)(C)NC(=S)NCC1CC1,3.4,-18.5,9.1,4.7,7.3,14.2,14.0,-5.8,3.8,-2.6,9.2
Cc1cccc(C(=O)OCC(=O)N2CCCCCC2)c1C,-2.6,3.5,-62.0,-52.3,-53.1,-128.1,29.8,1.1,-62.9,-5.0,-113.3
CCn1nnnc1SCC(=O)NCc1ccc2c(c1)OCO2,8.7,-5.9,-1.7,-3.9,3.5,-1.0,-2.9,-1.3,-7.1,7.3,21.3
COc1ccc(C(=O)Nc2ccc3nc4n(c(=O)c3c2)CCCCC4)cc1OC,-41.5,0.5,6.5,-5.4,-8.6,3.0,0.5,-2.8,-9.3,-5.1,-6.2
O=c1cc(-c2ccccc2)c2cc(Cl)ccc2[nH]1,11.9,-3.8,4.4,0.8,4.8,13.6,-1.9,-17.9,-3.5,-11.6,6.5
CCC(C(=O)NCc1ccc(C)o1)n1nc(C)c2c(C)n(-c3ccccc3)nc2c1=O (stereo unspecified),4.5,-8.6,-10.8,7.1,-26.8,14.7,2.5,-1.2,9.1,-6.9,10.8
COc1ccc(CNC(=O)c2c([S-])n(-c3ccc(C)cc3)c3cccc[n+]23)cc1,-12.4,-4.4,-22.0,-9.4,-20.3,-10.9,-0.6,-9.4,-23.9,-11.5,-0.2
O=C1C(Cl)=C(N2CCCCC2)C(=O)C(Cl)=C1c1cnc(N2CCCCC2)s1,50.7*,4.7,·,·,0.7,-27.4,2.1,-4.8,34.5,0.9,-6.0
Cc1onc(-c2c(F)cccc2Cl)c1C(=O)NC(C)c1ccccc1 (stereo unspecified),25.1,-5.3,10.9,-8.7,-1.2,-8.9,20.9,0.3,9.7,-8.8,-4.5
N#Cc1c(NC(=O)CSc2ncccn2)oc(-c2ccccc2)c1-c1ccccc1,8.7,-2.4,7.8,-51.2,-18.3,5.3,-1.5,0.0,8.7,2.2,2.3
O=C(Nc1ccccc1)N(Cc1ccc(Cl)cc1)CC(O)C(F)(F)F (stereo unspecified),9.1,0.8,11.5,-12.8,-6.3,7.0,-1.1,-6.2,5.6,-3.8,-1.1
Fc1ccc2nc(Nc3nc4cc5c(cc4s3)OCO5)sc2c1,-7.4,-3.0,-10.0,-1.7,-77.8,-91.6,3.4,-4.9,-58.0,-7.7,-22.1
CCCNC(=O)C/C(C)=N/NC(=O)C(=O)Nc1ccccn1,-1.9,-1.2,-4.8,-45.3,-13.5,1.0,6.8,-2.9,-18.2,-19.8,-11.2
CC(C)(C)C(=O)CN1C(=O)NC2(CCc3ccccc32)C1=O (stereo unspecified),2.0,-2.3,-7.2,-21.5,-3.7,-17.2,2.9,-7.0,13.4,-11.7,-6.4
Cc1ccc(C(=O)OCC(=O)NCCNC(=O)COC(=O)c2ccc(C)o2)o1,-2.5,-9.6,-20.6,-2.0,5.2,10.2,-3.5,8.3,1.9,-0.8,-10.9
CCN(CC)C(=O)CN(c1ccc(F)c(Cl)c1)S(C)(=O)=O,10.3,-6.6,5.3,-1.1,-2.8,8.0,-1.5,6.3,-4.8,-6.2,-2.3
CCN(CC)CCN1C(=O)C(=O)/C(=C(/O)c2c(C)[nH]c(C(=O)OC)c2C)C1c1ccccc1OC (stereo unspecified),8.8,-6.3,4.3,-10.2,-4.8,9.5,1.1,-9.7,3.9,-2.2,1.5
Cc1cccc(NC(=O)C(=O)NCC2CCCN2S(=O)(=O)c2cccs2)c1C (stereo unspecified),-9.8,0.8,14.7,4.5,-12.8,14.9,-1.5,-3.2,-13.6,-2.0,-17.8
O=C(CSc1nc2ccccc2[nH]1)Nc1cccc(S(=O)(=O)N2CCOCC2)c1,4.8,-2.3,5.5,7.6,26.1,6.7,1.6,14.4,6.4,-1.0,-1.6
O=C(O)CSc1nnc(COc2cccc3cccnc23)n1-c1ccc(Cl)cc1,8.3,1.6,-5.3,0.6,-15.8,2.3,8.4,-0.9,0.9,5.6,1.8
CN1C(=O)N(C)C2(c3ccccc3)Nn3c(s/c(=C/c4ccccc4)c3=O)=NC12c1ccccc1 (stereo unspecified),2.9,-6.8,2.0,5.2,5.6,0.0,-0.4,5.1,-8.5,2.4,3.4
CN(C)S(=O)(=O)c1ccc(N2CCCC2)c(C(=O)NCCc2ccc(F)cc2)c1,1.1,-3.4,2.3,3.1,10.0,2.3,2.8,-0.9,-14.1,-0.9,20.1
Cc1ccc(C2N(C)c3ccccc3-c3nc4ccccc4n32)o1 (stereo unspecified),10.1,-5.5,3.9,-28.6,-7.4,10.0,3.1,3.4,-28.8,-3.0,7.0
O=C(CN1CCCCC1CO)c1ccc(OC(F)F)cc1 (stereo unspecified),-7.8,-14.8,1.6,14.6,-19.0,20.5,0.5,8.0,-0.8,-6.7,-5.9

# TWEAK Fn14 block, hit marks shown above
smiles | TWEAK Fn14 block | NOD2 RIPK2 PPI | NR2F2 inh | NCOA2 inhibitor | NCOA1 inh | SRC3 inh | Granule exo inh | ABHD5-PLIN5 inh | TLR9-MyD88 block | LRH-1 inv ag
CN=c1sc2c(n1C)C(=O)c1ccccc1C2=O | 89.2* | -7.5 | -2.3 | -45.8 | 2.2 | -15.7 | 1.6 | -9.8 | -11.5 | 31.3
O=C1C(Cl)=C(N2CCCCC2)C(=O)C(Cl)=C1c1cnc(N2CCCCC2)s1 | 50.7* | 4.7 | · | · | 0.7 | -27.4 | 2.1 | -4.8 | 0.9 | -6.0

# Some of the compounds tested; the hit share may differ from the screen's.
